From PubChem BioAssay
Apaf1 inhib: human Apaf-1 inhibition | reconstituted apoptosome caspase-3 activity, DEVD-Rh110 fluorescence | AID 489030 | actives 0.71% (n = 330,000) | inhibition, % at 20 µM; active = inhibition of at least 40% at 20 µM;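 also: plate controls were DMSO wells for no effect and DEVD-CHO caspase inhibitor wells for full effect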
Target sequence (O14727 whole entry, looked up): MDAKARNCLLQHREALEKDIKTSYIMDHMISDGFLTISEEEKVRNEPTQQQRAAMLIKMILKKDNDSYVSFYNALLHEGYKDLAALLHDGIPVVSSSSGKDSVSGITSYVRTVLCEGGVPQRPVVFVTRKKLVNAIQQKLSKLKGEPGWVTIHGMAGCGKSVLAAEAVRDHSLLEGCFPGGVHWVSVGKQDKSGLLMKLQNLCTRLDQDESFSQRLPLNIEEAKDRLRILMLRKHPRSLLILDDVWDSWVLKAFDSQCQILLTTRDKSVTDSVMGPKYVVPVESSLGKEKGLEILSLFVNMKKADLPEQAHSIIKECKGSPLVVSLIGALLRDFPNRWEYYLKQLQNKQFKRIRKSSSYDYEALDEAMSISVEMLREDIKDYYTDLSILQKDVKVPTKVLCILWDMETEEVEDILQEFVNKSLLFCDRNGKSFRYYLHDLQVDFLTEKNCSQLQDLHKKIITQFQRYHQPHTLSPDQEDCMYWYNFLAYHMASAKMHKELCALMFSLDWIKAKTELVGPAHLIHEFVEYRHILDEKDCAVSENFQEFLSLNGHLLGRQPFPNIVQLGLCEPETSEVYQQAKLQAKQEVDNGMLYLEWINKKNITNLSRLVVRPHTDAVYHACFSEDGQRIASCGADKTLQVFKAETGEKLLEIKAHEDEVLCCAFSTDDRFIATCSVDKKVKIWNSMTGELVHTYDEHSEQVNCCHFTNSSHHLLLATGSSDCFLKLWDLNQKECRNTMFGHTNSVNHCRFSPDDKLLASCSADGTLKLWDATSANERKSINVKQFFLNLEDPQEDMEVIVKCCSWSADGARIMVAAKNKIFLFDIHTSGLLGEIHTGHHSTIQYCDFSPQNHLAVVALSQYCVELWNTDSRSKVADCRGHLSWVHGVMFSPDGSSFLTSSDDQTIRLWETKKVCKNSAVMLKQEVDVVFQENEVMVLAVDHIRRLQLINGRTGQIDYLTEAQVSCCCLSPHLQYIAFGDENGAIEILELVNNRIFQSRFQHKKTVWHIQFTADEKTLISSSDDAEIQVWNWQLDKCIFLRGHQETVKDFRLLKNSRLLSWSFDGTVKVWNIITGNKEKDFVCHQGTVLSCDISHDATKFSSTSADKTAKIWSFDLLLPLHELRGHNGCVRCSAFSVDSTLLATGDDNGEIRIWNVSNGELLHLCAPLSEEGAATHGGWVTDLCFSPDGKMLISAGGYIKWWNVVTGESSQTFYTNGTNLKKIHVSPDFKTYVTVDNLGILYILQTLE
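System: Apoptosome proteins | Medium: Hepes pH 7.5 with detergent and BSA | Also added: Cytochrome c trigger plus (Z-DEVD)2-Rh110 caspase-3 substrate | Incubation: 30 min compound preincubation, 50 min activation, room temperature | Detection: Rhodamine 110 fluorescence at Ex 480/Em 540 nm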
697 NFkB inh: lowers PMA/ionomycin-induced NF-kB signal in 697 B cells; 697 B-cell NF-kB luciferase reporter, 16 h; inhibition, % at 4 µM; actives 0.33% (n = 330,000); AID 435022; in the data active = inhibition above about 35%
SENP7 block: SENP7 protease inhibition. Q9BQF6. recombinant SENP7, Z-RLRGG-aminoluciferin luminescence, 40 min. inhibition, % at 5 µM. actives 1.5% (n = 330,000);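 active = inhibition above about 50% at the single test dose, limit read from the data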;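 also: plate controls were DMSO with enzyme for no effect and no enzyme buffer wells for full effect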
HKDC1 inh: HKDC1 (human) hexokinase inhibition; Q2TB90; recombinant HKDC1, G6PDH/diaphorase resazurin coupled fluorescence; inhibition, % at 20 µM; actives 0.16% (n = 340,000); AID 493160;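 active = inhibition above about 35% when tested at 20 µM, limit read from the data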;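 also: plate controls were DMSO wells with enzyme for no effect and DMSO wells lacking enzyme for full effect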
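Test system: recombinant HKDC1 (HK5) hexokinase enzyme, produced in-house / Doses: 20 µM test compound, 1% DMSO / Timing: 90 min, room temperature / Detection: G6PDH/diaphorase-coupled fluorescence, 1 mM NADP, 100 µM resazurin, 525/613 nm / Control set: DMSO wells with and without enzyme mix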
Jurkat NFkB inh: lowers PMA/ionomycin-induced NF-kB signal in Jurkat cells; PMA/ionomycin-induced NF-kB luciferase reporter, luminescence; inhibition, % at 4 µM; actives 0.53% (n = 330,000); AID 435003
Gli-Sufu block: Gli-Sufu pathway antagonism | AID 588413 | Sufu-KO-LIGHT fibroblasts, Gli luciferase reporter luminescence | actives 0.74% (n = 340,000) | inhibition, % at 5 µM;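 active = inhibition above about 55%, limit read from the data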;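 also: 0% = DMSO-treated cells and 100% = wells with medium but no cells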
UBC13 inh: inhibitors of human UBC13 polyubiquitin chain formation; P61088; TR-FRET; inhibition, % at 20 µM; actives 0.47% (n = 330,000); in the data active = inhibition above about 45%, passing the limit was not always enough
SENP8 inh: blocks the human protease SENP8; purified SENP8, Z-RLRGG-aminoluciferin cleavage, luminescence; inhibition, % at 10 µM; actives 1.2% (n = 330,000)
* hit, by the source's call; · = not tested or not shown. Rule as the data show it, unless noted: active = inhibition above about 50%; inactive = the rest. Compounds as they come; overall some 3.6% were active at least once.

Compound	Apaf1 inhib	697 NFkB inh	SENP7 block	HKDC1 inh	Jurkat NFkB inh	Gli-Sufu block	UBC13 inh	SENP8 inh
CCCN1CCN(C(=O)Cn2cnc3sc(C)c(S(=O)(=O)N4CCC(C)CC4)c3c2=O)CC1	6	8	-1	2	2	0	5	3
COc1ccc(C2=NOC(CNC(=S)N3CCOCC3)C2)cc1 (configuration not stated)	-17	-19	-4	3	-32	-16	-1	-2
CCOC(=O)/C=C/C(=O)Nc1ccc(S(=O)(=O)Nc2c(C)cc(C)cc2C)cc1	14	11	-6	1	0	-4	4	-3
COc1ccccc1OCCNC(=O)c1cccc(S(=O)(=O)NCc2ccccc2)c1	21	-7	-13	4	-5	-29	-2	-13
CC(C)c1ccccc1NC(=O)C1CN(S(=O)(=O)c2ccccc2)CCN1S(=O)(=O)c1ccccc1 (configuration not stated)	7	2	0	1	-2	7	4	-1
COc1ccc(NC(=O)c2cccs2)cc1	4	-48	31	3	-86	20	-3	16
O=C(c1ccccc1Cl)N1CCNCC1	5	-7	10	-4	-7	-28	5	-4
CCc1ccccc1N1CC23C=CC(O2)C(C(=O)OCC(C)C)C3C1=O (configuration not stated)	-6	15	1	-6	-8	-4	6	7
Cc1cccc(OC(=O)c2cccnc2)c1C	-9	10	-3	-4	8	7	2	3
OC(CN1CCOCC1)C12CC3CC(CC(C3)C1)C2 (configuration not stated)	-9	17	-7	-13	18	2	2	-4
CCN1CCN(c2ccc(S(=O)(=O)N3CCOCC3)cc2NC(=O)/C=C/c2cccc(OC)c2OC)CC1	9	-8	10	-2	-14	19	-2	-7
COc1ccc(OC)c(C2Nc3ccccc3NC3=C2C(=O)CC(C)(C)C3)c1 (configuration not stated)	-5	-2	9	-3	-11	-2	-8	5
Cc1nc(S(=O)(=O)N(C)Cc2ccccc2)c(C#N)c(C)c1Cl	13	-22	-5	-8	-17	0	-6	-1
COc1ccc(NC(=O)COC(=O)C2CCC2)cc1Cl	5	12	6	3	-17	0	4	-9
O=C(NNC(=O)c1ccc(Br)s1)NC1CCCCC1	3	-5	-2	-5	6	4	-1	-9
CCOC(=O)c1[nH]c2ccccc2c1NC(=O)NC(C)C	-10	21	1	-1	16	9	0	0
COCc1ccc(C(=O)N(C)C2CCCN(Cc3ccccc3F)C2)o1 (configuration not stated)	4	-6	-13	-4	2	2	-6	-5
COc1ccc(-n2nc(C(=O)NCC(=O)Nc3cccc(C)n3)c3ccccc3c2=O)cc1	14	16	0	-1	-4	0	20	8
Nc1ccc(Oc2ccc(Br)cc2)cc1	5	-127	-6	-3	43	8	-15	-16
CCOc1cc(C2C(C#N)=C(N)OC(C)=C2C(C)=O)c(Br)c(Br)c1OC(C)C (configuration not stated)	12	-3	-5	7	-11	-16	-10	-9
COc1ccc2ncn(-c3ccccc3)c2c1	-1	-9	2	0	-13	-19	12	6
CC(C)c1csc(CN2CCC(CCC(=O)NCC3CCCO3)CC2)n1 (configuration not stated)	5	-6	-12	1	-10	16	-9	-8
CCc1ccc(N(C(=O)CCC(=O)Nc2cc(C)on2)C(C(=O)NC(C)(C)C)c2ccc(OC)cc2)cc1 (configuration not stated)	39	4	-7	5	-7	-2	-6	-3
O=C(N/N=C/c1cc(Br)c(O)c(Br)c1O)c1cccnc1	6	6	-4	-27	-3	16	3	10
O=C(CCN1CCN(Cc2ccccc2)CC1)NNC(=O)Nc1cccc([N+](=O)[O-])c1	7	22	-11	-5	10	-3	-4	-2
CN1C(=O)CC(C(=O)O)SC1=Nc1cccc(C(F)(F)F)c1 (configuration not stated)	-12	-13	0	-5	8	2	1	1
CC(=O)N[C@@H]1c2c(ccc3ccccc23)OC[C@@H]1COC(C)=O	7	11	-2	-5	1	-11	-1	11
COc1cc(NC(=O)Nn2cnnc2)cc(OC)c1OC	-10	18	2	1	22	-11	4	4
COc1ccccc1/C=C/C=C1\Oc2c(ccc(O)c2CN2CCN(CCO)CC2)C1=O	9	28	-2	-9	8	-5	-10	-1
COc1ccc(C(=O)CSc2nc3c(c(=O)n(C)c(=O)n3C)n2C)cc1	2	3	2	·	1	·	-4	3

Reprinted from above, two compounds:
Compound	Apaf1 inhib	697 NFkB inh	SENP7 block	HKDC1 inh	Jurkat NFkB inh	Gli-Sufu block	UBC13 inh	SENP8 inh
CCOC(=O)c1[nH]c2ccccc2c1NC(=O)NC(C)C	-10	21	1	-1	16	9	0	0
COCc1ccc(C(=O)N(C)C2CCCN(Cc3ccccc3F)C2)o1 (configuration not stated)	4	-6	-13	-4	2	2	-6	-5

Going on with the list:
Compound	Apaf1 inhib	697 NFkB inh	SENP7 block	HKDC1 inh	Jurkat NFkB inh	Gli-Sufu block	UBC13 inh	SENP8 inh
CC(=O)Nc1ccc(S(=O)(=O)N(C)CC(=O)NCCC2=CCCCC2)cc1	6	-5	-7	0	-9	4	0	-12
CC(C)Cc1nc(C#N)c(N2CCC(C(N)=O)CC2)o1	-2	-4	-4	-10	-5	-3	0	-12
S=C(NCc1ccco1)N1CCN(c2nc(-c3ccccc3)cs2)CC1	17	15	2	5	-5	6	-7	3
COc1ccc(S(=O)(=O)N2CCCCCC2)cc1C(=O)NCc1ccco1	-3	7	3	-2	-6	4	12	0
CCOC(=O)c1n[nH]c(=O)c2ccccc12	-2	17	1	-7	11	5	-4	3
CC1CCCCN1C(=S)Nc1ccc(OC(F)F)cc1 (configuration not stated)	-1	-3	-4	-8	-4	3	-11	-9
CN(CC(=O)Nc1cccc(F)c1)CC(=O)Nc1cccc([N+](=O)[O-])c1	4	-27	-2	-9	-8	1	-18	4
COCCNC(=O)c1cc(-c2ccccc2C)n(CC2CC(c3cccc([N+](=O)[O-])c3)=NO2)n1 (configuration not stated)	11	7	-2	-2	2	-6	-6	-9
COC(=O)c1cc(F)c(-n2cncn2)c(F)c1	-4	12	-2	-16	-1	3	-1	7
O=C(Nc1ccc(F)cc1)Nc1nnc(-c2ccccc2)o1	-2	10	-3	-4	-5	-3	3	5
COc1cc(/C=N/NC(=O)c2cc(-c3ccccc3)nc3ccccc23)cc(OC)c1O	3	-4	-2	2	-6	1	-2	10
COc1cccc(C2NC(=O)CCC2[N+](=O)[O-])c1OC (configuration not stated)	-3	-1	0	0	-6	-44	-4	-7
COc1ccc2ccc(O)c(CN(C)CC(=O)Nc3ccccc3C(F)(F)F)c2c1	15	14	2	10	4	14	20	-3
CN(C)CCOc1ccc2ccccc2c1	8	10	8	-6	-8	-3	3	0
Cc1c(C(=O)O)sc2[nH]c(=O)n(Cc3ccccc3)c(=O)c12	4	26	-4	0	-7	4	4	-3

Reprinted from the part before: five compounds, then new ones.
Compound	Apaf1 inhib	697 NFkB inh	SENP7 block	HKDC1 inh	Jurkat NFkB inh	Gli-Sufu block	UBC13 inh	SENP8 inh
COc1cc(/C=N/NC(=O)c2cc(-c3ccccc3)nc3ccccc23)cc(OC)c1O	3	-4	-2	2	-6	1	-2	10
COc1cccc(C2NC(=O)CCC2[N+](=O)[O-])c1OC (configuration not stated)	-3	-1	0	0	-6	-44	-4	-7
COc1ccc2ccc(O)c(CN(C)CC(=O)Nc3ccccc3C(F)(F)F)c2c1	15	14	2	10	4	14	20	-3
CN(C)CCOc1ccc2ccccc2c1	8	10	8	-6	-8	-3	3	0
Cc1c(C(=O)O)sc2[nH]c(=O)n(Cc3ccccc3)c(=O)c12	4	26	-4	0	-7	4	4	-3
Cc1ccc(Oc2cnc3ccccc3n2)cc1	9	-82	-13	-10	-54	-71	-9	-20
CCOC(=O)[C@@H]1[C@H]2COc3cc(OC)ccc3[C@H]2N2C(=O)N(c3ccc(C)cc3)C(=O)[C@@]12C	20	3	-3	0	10	-6	-4	1
COc1ccc(-c2csc(N(CC3CCCO3)C(=O)c3ccc(C)cc3)n2)cc1 (configuration not stated)	7	-25	-1	16	-3	15	4	-4
Cc1cc(C)n2nc(C(=O)N(C)C(c3ccccc3)c3ccccc3)nc2n1	1	6	-7	-9	24	-4	11	8
C#CCNC(=O)c1ccc(OCc2ccccc2)cc1Cl	9	-3	64*	-7	-14	-19	-1	63*
CS(=O)(=O)N1Cc2ccccc2CC1C(=O)OCC(=O)NCCc1ccc(S(N)(=O)=O)cc1 (configuration not stated)	3	8	1	1	-1	-25	3	2
CCCn1c(SCC(=O)NC23CC4CC(CC(C4)C2)C3)n[nH]c1=O	-16	9	1	-2	6	3	0	-2
COc1ccc(S(=O)(=O)Nc2ccccc2C(F)(F)F)cc1	6	20	-4	11	-3	3	8	0
CCN(CC)CCOc1nnc(-c2ccc(OC)cc2)c2ccccc12	-2	-7	3	0	-10	8	3	4
COCCn1c(SCC(=O)/C=C2\N(C)c3ccccc3C2(C)C)nnc1-c1ccncc1	9	-4	-6	-4	7	59*	-6	-7
COc1ccc(-c2ccc(C#N)c(OC(=O)c3c(Cl)cccc3Cl)n2)cc1	7	14	-1	-7	6	6	18	-9
c1ccc(C2Nc3ccccc3C3OCCCC23)cc1 (configuration not stated)	15	1	-2	-4	10	12	6	1
COc1ccc(CNC(=O)COC(=O)c2cncc(Br)c2)cc1	1	15	-4	-4	-42	3	0	0
O=C(/N=C1/c2ccccc2CN1c1ccccc1)Nc1ccccc1	10	2	-1	6	-10	29	12	-9
CC(C)(C)C1CCc2c(sc(NC(=O)CSc3nnc(-c4ccccc4)o3)c2C#N)C1 (configuration not stated)	20	4	5	2	4	-8	-18	-9
C/C(CC(=O)Nc1ccc(Cl)cc1C(F)(F)F)=N\NC(=O)c1ccccn1	13	-28	2	3	-6	-7	-4	-6
CN(Cc1ccc(Br)s1)C(=O)CNC(=O)c1ccc2c(c1)OCO2	-3	16	3	4	9	2	8	-4
CC(=O)NC(C)c1nc2ccccc2n1CC(=O)NC(C)CCc1ccccc1 (configuration not stated)	-2	-17	11	-8	-14	5	-1	-2
C=CCSc1cc(C)nc2c(-c3ccccc3)cnn12	1	-201	28	-2	-125	-51	-2	11
Cc1ccc(C2CC(c3cccc(C)c3)n3nc(N)nc3N2)cc1 (configuration not stated)	-1	12	-1	7	16	-1	12	5
Cc1ccc(-c2cc(-c3ccc(F)cc3)c(C#N)c(N)n2)o1	12	-20	-5	4	-9	-2	-10	-5
CCC(CC)NC(=O)COC(=O)CCC(=O)c1cccs1	-17	-1	-1	-7	15	0	2	5
COc1ccc(-n2c(Cn3nnc4ccccc43)nnc2SCC(=O)O)cc1	0	-11	-12	-3	-14	-1	-16	-5
CCOC(=O)c1ccoc1CSCC(=O)N1CCN(S(=O)(=O)c2ccc(C)cc2)CC1	12	-2	11	2	0	1	5	6
COC(=O)Cn1c(CN2CCc3ccccc3C2)nc2c1c(=O)n(C)c(=O)n2C	1	4	-1	3	-4	4	-3	0
CC(C)c1ccc(CC(NC(=O)c2ccccc2)C(=O)NCC(=O)O)cc1 (configuration not stated)	0	7	-11	-7	-13	7	-3	-8
Clc1cccc(Cl)c1C1=NOC(c2nnc(-c3ccccc3)o2)C1 (configuration not stated)	4	-38	6	-1	-13	-27	-1	-9
Cc1ccccc1NC(=O)c1cccc(S(=O)(=O)Nc2cccc(C(=O)O)c2)c1	5	-25	11	2	1	20	-12	-2
O=C(c1ccc(Cl)cc1)[C@@H]1[C@@H]2C(=O)N(c3ccccc3)C(=O)[C@@H]2C2c3ccccc3C=NN21 (some centres not stated)	15	7	2	3	5	-7	10	-8
COC(=O)c1c(NC(=O)CN2CCOCC2)sc2c1CCC(C)C2 (configuration not stated)	21	-64	-5	0	-60	-64	12	1
CC(C)C(NC(=O)c1ccccc1F)C(=O)OCC(=O)c1ccc(F)cc1 (configuration not stated)	5	4	-3	-4	-8	-8	6	21
Cn1c(COc2ccccc2)nnc1SCc1nc2ccccc2[nH]1	-25	5	-3	3	9	-14	6	-3
